# Compound activity: PubChem BioAssay, several laboratories
# BoNT A protease = inhibitors of Botulinum neurotoxin A light chain protease; 0.17% of 360,000 active; AID 588499; inhibition, % at 10 µM; multiplex microsphere protease substrate cleavage, flow cytometry; also: plate controls were buffer without enzyme for full effect and enzyme alone for no effect
# PriA SSB inh = blocks PriA binding to SSB C-terminal tail; 0.6% of 430,000 active; AlphaScreen SSBct-PriA binding, biotinylated peptide; inhibition, % at 33 µM; in the data active = inhibition mostly above about 37%, no sharp cut-off; inactive = mostly below about 20%;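 also: plate controls were negative control peptide for no effect and reference peptide for full effect; strong numbers were not always called active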
# Vc quorum ag = induces V. cholerae light production without autoinducers | 0.16% of 350,000 active | V. cholerae BH1578 lux reporter, luminescence, 6 h | activation, % at 18.7 µM; in the data active = activation mostly above about 9.7%, no sharp cut-off; also: not every result past the cut was called active; inactives centre near 0; reference of the scale not given here
# SARS 3CLpro inh = SARS-CoV 3CLpro protease inhibition | P0C6X7 | inhibition, % at 6 µM | 0.14% of 290,000 active | recombinant SARS-CoV 3CLpro, quenched FRET peptide cleavage; in the data active = inhibition above about 12%
# TcdB GH inh = inhibitors of Clostridioides difficile toxin B glycohydrolase; P18177; TcdB glycohydrolase enzymatic assay, plate reader; inhibition, % at 9.99 µM; 0.24% of 350,000 active; AID 652162; in the data active = inhibition above about 10%
# PrPC TRFRET = inhibitors of human cell surface prion protein PrPC | 0.43% of 370,000 active | inhibition, % at 13.8 µM | TR-FRET read-out | AID 720596 | P04156; in the data active = inhibition above about 24%; also: 0% = median of the test wells and 100% = reference compound wells
# PfHsp40 yeast = compounds rescuing yeast from Plasmodium falciparum HSP40 toxicity. S. cerevisiae expressing PfHsp40, growth rescue, ATP luminescence. growth rescue, % at 12.5 µM. 0.68% of 340,000 active. AID 504582; in the data active = growth rescue above about 28%, passing the limit was not always enough;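 also: yeast W303a lacking pdr1 and pdr3 grown in galactose medium; growth measured after three days at 30 °C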
# Anthrax LF inh2 = inhibitors of Bacillus anthracis lethal factor protease; P15917; 0.12% of 360,000 active; AID 588501; inhibition, % at 10 µM; multiplex microsphere protease cleavage assay, LF; also: plate controls were buffer without enzyme for full effect and enzyme alone for no effect
# Target sequence (P15917 whole entry, looked up): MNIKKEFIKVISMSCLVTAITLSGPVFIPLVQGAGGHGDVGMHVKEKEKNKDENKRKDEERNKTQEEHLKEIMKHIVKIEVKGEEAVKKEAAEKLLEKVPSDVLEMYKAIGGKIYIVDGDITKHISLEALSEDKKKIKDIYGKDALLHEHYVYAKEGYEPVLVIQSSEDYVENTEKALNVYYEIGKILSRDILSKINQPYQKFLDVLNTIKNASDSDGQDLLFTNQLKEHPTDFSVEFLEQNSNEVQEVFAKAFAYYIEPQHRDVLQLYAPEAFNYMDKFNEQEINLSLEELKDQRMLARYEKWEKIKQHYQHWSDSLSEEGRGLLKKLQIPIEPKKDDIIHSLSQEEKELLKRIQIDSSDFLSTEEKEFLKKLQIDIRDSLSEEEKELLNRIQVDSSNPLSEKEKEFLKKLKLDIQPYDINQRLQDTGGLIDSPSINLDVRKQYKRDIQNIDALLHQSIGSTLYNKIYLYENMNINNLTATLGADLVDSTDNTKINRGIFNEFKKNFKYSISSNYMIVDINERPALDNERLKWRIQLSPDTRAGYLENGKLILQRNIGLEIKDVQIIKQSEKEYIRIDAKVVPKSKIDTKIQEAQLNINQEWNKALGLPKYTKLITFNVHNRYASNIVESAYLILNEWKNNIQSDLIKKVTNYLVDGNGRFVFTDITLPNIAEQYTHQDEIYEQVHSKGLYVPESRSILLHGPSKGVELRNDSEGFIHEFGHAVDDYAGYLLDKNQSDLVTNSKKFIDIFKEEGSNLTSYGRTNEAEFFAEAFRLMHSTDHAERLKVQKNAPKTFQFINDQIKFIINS
# Yp Topo-I inh = Y. pestis Topo-I inhibition via cleavage products | Y. pestis Topo-I cleavage product accumulation, plate reader | activity, % at 10 µM | 0.064% of 360,000 active | AID 504884; in the data active = activity above about 50%, passing the limit was not always enough; also: inactives centre near 2
# Numbers without * were called inactive; i = inactive; / = not tested or not shown; & = joins results of further samples. Rule as the data show it, unless noted: active = inhibition above about 30%; inconclusive = no clear call, values can overlap the other calls; inactive = below that. Only part of the results is shown; count on the stated rates, not on these rows.
SMILES,BoNT A protease,PriA SSB inh,Vc quorum ag,SARS 3CLpro inh,TcdB GH inh,PrPC TRFRET,PfHsp40 yeast,Anthrax LF inh2,Yp Topo-I inh
O=C(CCN1CCN(c2ccccc2)CC1)NNC(=O)c1cccc2ccccc12,-0.3,5,i,-6,/,2,0.4,1,0
Cc1c(Cl)c([N+](=O)[O-])nn1CC(=O)NCCCN1CCOCC1,0.1,0,-0.1,-2,-1.2,-12,0.5,-4,2
CSc1ccc(C(=O)C2CCCN(Cc3cnc(SC)nc3)C2)cc1 (stereo unspecified),0.0,9,8.3,3,1.0,0,0.9,-1,0
CCCNC(=O)COc1ccc2c(=O)c(Oc3ccccc3F)coc2c1,-0.1,-2,i,-4,0.4,2,-1.0,0,-3
O=[N+]([O-])c1ccc(N2CCN(Cc3ccccc3)CC2)c(S(=O)(=O)N2CCOCC2)c1,-0.2,14,-1.0,1,/,-34,0.4,-4,11
N#Cc1cc2c(nc1SCc1ccccc1)CCC2,-0.6,1,i,-1,/,2,-0.2,-10,4
CS(=O)(=O)Cc1ccc(C(=O)NC2CCCc3ccccc32)cc1 (stereo unspecified),0.8,6,-0.2,0,0.0,0,-0.7,-1,-7
NNC(=O)c1csc(-c2ncc(C(F)(F)F)cc2Cl)n1,0.5,-8,-1.6,1,0.5,7,/,-6,6
CN(C(=O)C1CCC(CNS(=O)(=O)c2cccc3cccnc23)CC1)C1CCCCC1 (stereo unspecified),/,-10,-2.5,5,1.0,6,-1.4,/,4
O=C(c1c(F)cccc1F)N(Cc1ccccc1)Cc1ccccc1,1.7,-20,-9.4,2,-0.2,-10,0.6,-5,36
CCc1ccccc1N(CC)C(=O)c1cn(C)c(=O)c2cc(OC)c(OC)cc12,-0.4,9,i,1,/,5,-1.2,1,8
COCCN(C(=O)COC(=O)C(C)(C)Oc1ccc(Cl)cc1)c1c(N)n(Cc2ccccc2)c(=O)[nH]c1=O,-0.3,4,-3.1,/,0.8,-2,-2.4,-11,17
O=C1COc2ccc3ccccc3c2CN1,2.4,-19,-0.6,0,/,7,0.2,6,11
CN(C)Cc1nc2ccccc2c(=O)n1Cc1nc(-c2cc3ccccc3o2)cs1,4.0,-5,-0.6,-2,/,-6,0.2,2,10
CCCCC(=O)N(C)c1c(CC)nc2c(OCc3cccc(Cl)c3)cccn12,-0.7,/,-0.5,/,5.0,8,/,-5,14
O=C(Nc1cccc(-c2cnc3ccccc3n2)c1)c1cccc(NC(=O)c2ccco2)c1,0.6,4,-0.2,4,/,-8,2.8,6,1
COc1ccc(Cl)cc1NC(=O)/C=C\C(=O)O,0.1,5,-0.5,0,/,0,-1.9,1,-6
Cc1cccc(/C=N/NC(=O)Cn2nccc2C)n1,0.4,/,-1.6,3,/,-1,-2.7,4,-1
Cc1ccc(C(=O)Nc2nc3ccccc3n2CCN2CCCC2)cc1,-1.8,-10,i,2,/,7,0.9,1,1
COc1cc(C2Nc3ccccc3NC3=C2C(=O)CC(C)(C)C3)cc(OC)c1OC (stereo unspecified),5.1,2,i,3,-0.6,4,-0.5,5,-17
NC(=O)c1c(NC(=S)Nc2ccc(F)cc2)sc2c1CCCC2,0.0,5,-0.3,2,4.0,6,1.7,-1,-5
O=C(COC(=O)C1=COCCO1)Nc1ncc(C(F)(F)F)cc1Cl,0.4,-19,6.7,-2,/,-6,0.1,-3,-5
Cc1ccccc1NC(=O)CN1C(=O)NC(C)(CCc2ccccc2)C1=O (stereo unspecified),0.4,-15,0.3,-2,0.8,3,0.5,-1,-2
COCCNC(=O)c1ccc(N2CC3CC(C2)c2cccc(=O)n2C3)c(NC(=O)c2ccccc2Cl)c1 (stereo unspecified),0.1,/,-3.0,/,1.0,-3,/,-7,-2
CSC1=C(C#N)C(c2ccc(C(C)C)cc2)CC(=O)N1 (stereo unspecified),0.7,-8,-0.1,0,1.4,-4,1.2,-2,2

# Further entries follow.
SMILES,BoNT A protease,PriA SSB inh,Vc quorum ag,SARS 3CLpro inh,TcdB GH inh,PrPC TRFRET,PfHsp40 yeast,Anthrax LF inh2,Yp Topo-I inh
Nc1cc(N)cc(-c2nc3ccccc3o2)c1,-0.5,-1,-0.5,/,1.7,-15,0.6,-12,-15
Cc1nc(C)c(C(=O)N(c2ccc(F)cc2)C(C(=O)NCC2CCCO2)c2ccccc2)s1 (stereo unspecified),-0.4,-10,-0.2,-2,1.3,1,-1.1,-2,14
O=C(CN1C(=O)C2C3c4ccccc4C(c4ccccc43)C2C1=O)Nc1cccc(C(=O)O)c1 (stereo unspecified),-0.4,-11,-0.2,2,/,-2,0.8,-1,6
CC(=O)n1cc(/C=N/NC(N)=S)c2ccccc21,0.3,/,i,-5,1.5,5,0.5,2,-2
COc1ccc(OC)c(-c2nc(C(=O)NCCCN3CCOCC3)cc3c2[nH]c2ccccc23)c1,-0.7,11,-0.6,-5,3.8,-5,0.0,-1,21
COc1ccc(-c2cc(NC(C)=O)c3ncc(-c4ccc(OC)c(OC)c4)n3c2)cc1OC,-0.1,/,-0.5,/,-0.7,-9,/,-10,31
CC1C(=O)N(Cc2cn(Cc3ccco3)nn2)CCS(=O)(=O)N1Cc1ccc(-c2ccc(F)cc2)cc1 (stereo unspecified),-0.5,/,0.5,/,-0.1,-9,/,3,24
CCOc1ccc(OCCOCCN2CCc3ccccc3C2)cc1,0.6,2,/,-6,/,3,-0.9,1,19
COCCNC(=O)C(c1cccs1)N(C(=O)Cn1nnc2ccccc21)c1ccc2c(c1)OCO2 (stereo unspecified),0.0,-13,-7.7,1,/,6,-0.8,1,1
CCOc1ccccc1C(=O)OCC(=O)Nc1cccc(S(=O)(=O)N2CCCC2)c1,-1.7,-1,i,/,-1.6,-2,-0.1,1,3
COC(=O)c1ccc(COc2cccc(OC)c2)o1,1.3,-14,0.0,-1,/,-6,0.1,-9,-13
Cc1c(Br)c([N+](=O)[O-])nn1CC(=O)NCc1ccco1,0.2,-9,i,4,1.9,-14,-0.4,4,0
CCn1cc(C2=NC(C)(C)CO2)c2ccccc21,-0.5,-8,-0.4,-2,3.1,-1,1.5,-2,6
COc1ccccc1N1CCN(C(=O)C(=O)c2cn(CC(=O)N3CCCC3)c3ccccc23)CC1,-0.3,2&-1,-1.6,1,2.5,-3,-0.7,-3,18
CNC(=O)c1cc2ccc(OC)cc2oc1=O,-1.0,3,-0.9,2,/,-8,-0.6,-2,-5
CN(C)C(CNC(=O)c1cccs1)c1ccco1 (stereo unspecified),0.3,-1,i,/,-0.2,-13,-0.2,-12,3
O=C(O)c1cccc(Cn2c(Cl)c(/C=N/NC(=O)c3cc4ccccc4cc3O)sc2=O)c1,-0.9,i,i,3,-0.2,-8,-0.2,6,-13
COc1ccc(C(=O)OCC(=O)NC(=O)NCc2ccccc2)cc1[N+](=O)[O-],-3.3,-8,-0.3,/,1.9,6,1.1,0,0
Cc1ccc(S(=O)(=O)c2c(C)cc(C)nc2N2CCCCC2)cc1,0.5,-89,i,5,1.6,2,2.5,6,-3
CCCCNC(=O)C1CCN(Cc2ccc(OCc3ccccc3)cc2)CC1,-0.1,-11,i,-5,/,-12,-0.6,-3,13
Cc1c(C)c2ccc(OCC(=O)N3CCN(Cc4ccccc4)CC3)cc2oc1=O,5.4,-6,-1.2,/,2.4,0,-1.6,-3,7
CC1=NN(C(=O)c2ccccc2-n2cccc2)C(O)(C(F)(F)F)C1 (stereo unspecified),-0.3,-8,-0.4,0,0.3,6,-1.3,-2,-7
CC1CN(C2=NC(=O)/C(=C/c3ccncc3)S2)CC(C)O1 (stereo unspecified),0.4,-10,1.5,2,-0.1,-2,-0.3,-4,2
Cc1ccc(NC(=O)c2ccc(NCC3CCCO3)c([N+](=O)[O-])c2)cc1Cl (stereo unspecified),0.1,-6,i,1,/,5,0.6,2,-6
CCCN1C2CCCC1CC(NC(C)=O)C2 (stereo unspecified),-0.4,2,-0.4,-2,/,0,3.3,-5,4

# Reformatted with each value named: three of the compounds above
> CC1=NN(C(=O)c2ccccc2-n2cccc2)C(O)(C(F)(F)F)C1 (stereo unspecified)
  BoNT A protease = -0.3
  PriA SSB inh = -8
  Vc quorum ag = -0.4
  SARS 3CLpro inh = 0
  TcdB GH inh = 0.3
  PrPC TRFRET = 6
  PfHsp40 yeast = -1.3
  Anthrax LF inh2 = -2
  Yp Topo-I inh = -7
> CC1CN(C2=NC(=O)/C(=C/c3ccncc3)S2)CC(C)O1 (stereo unspecified)
  BoNT A protease = 0.4
  PriA SSB inh = -10
  Vc quorum ag = 1.5
  SARS 3CLpro inh = 2
  TcdB GH inh = -0.1
  PrPC TRFRET = -2
  PfHsp40 yeast = -0.3
  Anthrax LF inh2 = -4
  Yp Topo-I inh = 2
> Cc1ccc(NC(=O)c2ccc(NCC3CCCO3)c([N+](=O)[O-])c2)cc1Cl (stereo unspecified)
  BoNT A protease = 0.1
  PriA SSB inh = -6
  Vc quorum ag = i
  SARS 3CLpro inh = 1
  TcdB GH inh = /
  PrPC TRFRET = 5
  PfHsp40 yeast = 0.6
  Anthrax LF inh2 = 2
  Yp Topo-I inh = -6

# Further results.
SMILES,BoNT A protease,PriA SSB inh,Vc quorum ag,SARS 3CLpro inh,TcdB GH inh,PrPC TRFRET,PfHsp40 yeast,Anthrax LF inh2,Yp Topo-I inh
CCn1cc(CCC(=O)NCCc2ccccc2)c2ccccc21,-1.7,15,-6.2,-4,1.1,-2,-0.1,-3,11
Cc1sc2nc(COC(=O)CNC(=O)c3ccc(C(C)(C)C)cc3)[nH]c(=O)c2c1C,-0.2,-13,-0.4,0,/,3,0.7,-3,41
COc1ccc(F)cc1-c1cc(C(=O)Nc2ccc(C)c(NS(C)(=O)=O)c2)[nH]n1,-0.3,/,i,/,2.3,4,/,4,-6
CCSc1ncc(Cl)c(C(=O)Nc2ccccc2F)n1,1.0,-8,-1.8,1,1.6,-4,-0.8,6,12
O=C(Nc1cccc(O)c1)c1cc(S(=O)(=O)N2CCCC2)ccc1Cl,0.4,-4,i,-1,/,23,-2.1,0,-3
CCCCN(CCCNC(=O)C1CCN(S(=O)(=O)CC)CC1)c1ccccc1,5.7,22,i,-2,/,-1,0.4,5,14
CC(=O)C1C(c2ccc(C)cc2)c2c(n[nH]c2C)CC1(C)O (stereo unspecified),-0.6,-6,-0.2,-1,/,4,0.3,-6,3
CC(C)c1ccc(CN2CCC2(C)C(=O)Nc2cccc(Oc3ccccc3)c2)cc1 (stereo unspecified),-0.3,/,-0.5,/,0.6,-1,/,0,13
Cc1ccc(O)c(C(=O)c2cnc3c(c2)c(-c2ccc(F)cc2)c(C#N)c(=O)n3C)c1,-1.0,4,i,7,0.0,-3,4.3,-2,3
CCNc1nc(-c2cc(C)n(Cc3ccco3)c2C)cs1,4.8,-13,/,-1,0.0,-2,0.4,-28,-1
CC(NS(=O)(=O)OCC(Cl)(Cl)Cl)c1ccccc1 (stereo unspecified),-0.3,-27,i,3,-0.3,-1,0.8,3,1
C=CCC[C@@H](CCCCC)OC(=O)/C=C/[C@H](O)[C@@H](O)C[C@@H](O)CC=C,-0.5,/,/,/,3.5,8,/,4,/
CCC(=O)N1c2ccc(S(=O)(=O)CCC(=O)NCc3ccc4c(c3)OCO4)cc2CC1C (stereo unspecified),0.5,-27,-0.1,3,/,4,-1.6,2,-11
Nc1c(N2CCCCC2)c2ccccc2oc1=O,0.1,11,0.9,4,-13,0,-0.5,-4,3
CCC(C)C(NC(=O)C1CCC(C)CC1)C(=O)NC(C(=O)OC)C(C)C (stereo unspecified),-0.1,-22,i,-1,/,14,-0.9,2,-6
c1coc(CNc2c3c(nc4ccccc24)CCC3)c1,0.4,-5,i,2,/,14,0.0,0,5
O=C(NCC1CCCO1)c1nc2c(nnn2Cc2ccc(F)cc2)c(=O)[nH]1 (stereo unspecified),1.0,0,-0.4,2,/,-2,-0.6,-2,4
c1ccc2oc(-c3csc(N4CCOCC4)n3)cc2c1,-3.4,-7,-0.3,3,0.1,-3,0.7,-11,0
CN1C(=O)c2cccc(NC(=O)C3CCCCC3)c2C1=O,0.5,-10,-0.2,2,0.9,1,-0.2,-6,-2
CSc1ccc(CN(C)C(=O)C2CCN(C(=O)Nc3ccccc3)CC2)cc1,1.5,3,-5.7,/,-0.5,0,-0.7,-8,8
CCn1cc(CNC(=O)c2cc(Cl)ccc2OC)c(C)n1,0.5,-3,i,3,/,-9,0.5,-1,-3
